Efflux pump inh = inhibitors of Candida efflux pumps in yeast, primary screen, S. cerevisiae, Nile Red, multiplex. inhibition, % at 10 µM. 330,000 tested, 0.44% active. AID 485275, 2010. S. cerevisiae Candida pump triplex;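 active = plate passing quality check with inhibition over a set limit, or well fluorescence over plate mean plus 4 SD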;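 also: Nile Red retained in pooled yeast measured as flow cytometry median fluorescence; 0% = buffer negative control and 100% = Enniatin B positive control; higher means more Nile Red kept so more efflux inhibition; some compounds called inactive have numbers as strong as hits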
PP1 inh = PP1-alpha phosphatase inhibitors, primary screen, counter-screen for PP5 inhibitor project, biochemical, fluorescence, OMFP substrate, single point; inhibition, % at 6.7 µM; purified PP1alpha; Serine/threonine-protein phosphatase PP1-alpha catalytic subunit (Homo sapiens), P62136; 320,000 tested, 0.9% active;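 active = inhibition above the mean inhibition of all tested compounds plus 3 SD, computed separately for each screening campaign, cut at about 15% in these data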
Target sequence (P62136 whole entry, looked up): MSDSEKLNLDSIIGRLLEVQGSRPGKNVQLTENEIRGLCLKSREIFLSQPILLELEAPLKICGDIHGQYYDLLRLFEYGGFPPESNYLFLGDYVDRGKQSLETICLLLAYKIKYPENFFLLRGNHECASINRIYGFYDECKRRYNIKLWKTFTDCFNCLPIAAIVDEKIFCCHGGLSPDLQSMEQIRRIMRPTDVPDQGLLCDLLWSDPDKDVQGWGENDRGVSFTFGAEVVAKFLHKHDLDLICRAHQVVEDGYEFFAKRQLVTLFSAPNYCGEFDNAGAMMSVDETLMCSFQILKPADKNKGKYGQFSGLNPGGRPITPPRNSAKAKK
CTSL1 counter = Fasciola hepatica cathepsin L1 inhibitors, primary screen, counter-screen for PFM18AAP inhibitor project, biochemical, QFRET, fluorogenic peptide substrate. recombinant F. hepatica cathepsin L1, Z-Leu-Arg-MCA fluorescence. inhibition, % at 5.96 µM. 300,000 tested, 0.49% active. AID 1906, 2009;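 active = inhibition above the mean of all tested compounds plus 3 SD, set per screening campaign, cut at about 17% in these data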;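 also: 0% = plate median of test compound wells and 100% = 1 µM Z-Phe-Ala-diazomethylketone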
proCasp3 act = activators of human procaspase-3 D3A mutant, primary screen, biochemical, absorbance, PC-3 D3A mutant, single concentration; Caspase-3 (Homo sapiens), P42574; recombinant procaspase-3 D3A, Ac-DEVD-pNA absorbance 405 nm; activation, % at 8.5 µM; 330,000 tested, 0.11% active; AID 463141, 2010;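 active = activation above the mean of all tested compounds plus 3 SD, cut at about 21% in these data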;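 also: 0% = DMSO alone and 100% = DMSO wells spiked with extra 5 µM PC-3 D3A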
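Compound: 8.5 µM single point, 0.8% DMSO / Material: Autoprocessing-dead procaspase-3 D3A mutant enzyme / Timing: 1 h preincubation plus 2 h reaction at 25 °C / Medium: Zinc-free HEPES/NaCl buffer with 0.01% Triton X-100 at pH 7.4 / Technique: 405 nm absorbance of p-nitroaniline, reads at 0 and 120 min / Repeats: one well per compound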
core dimer inh = inhibitors of HCV core protein dimerization, primary screen, biochemical, TR-FRET, high-throughput | TR-FRET GST/Flag-core106 dimerization, 1536-well | inhibition, % at 5 µM | 300,000 tested, 0.33% active | AID 1899, 2009;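 active = inhibition above the mean of all tested compounds plus 3 SD, set per screening campaign, cut at about 45% in these data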
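System: GST/Flag-tagged HCV core106 proteins. Incubation: compound-protein-antibody incubation 4 h at 22.5 °C. Technique: HTRF with 340 nm excitation, 617/671 nm emission. Medium: KF-containing HEPES buffer, pH 7.45, DTT, CHAPS, BSA. Read-out: inhibition (%) from 671 over 617 nm ratio. Also added: Eu(K)-anti-GST 90 ng/mL plus XL665-anti-Flag 1 µg/mL.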
proCasp7 act = procaspase-7 activators, primary screen, counter-screen for procaspase-3 activator project, biochemical, absorbance, HTS, human; recombinant procaspase-7, Ac-DEVD-pNA absorbance 405 nm; D23A/D198A/D206A triple mutant, cannot self-cleave; scale: DMSO 0, 5 µM enzyme 100; activation, % at 8.5 µM; 330,000 tested, 0.093% active; AID 463210, 2010;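 active = percent activation above the screen-wide mean plus 3 SD, cut at about 25% in these data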
Target sequence (P55210 whole entry D23A/D198A/D206A): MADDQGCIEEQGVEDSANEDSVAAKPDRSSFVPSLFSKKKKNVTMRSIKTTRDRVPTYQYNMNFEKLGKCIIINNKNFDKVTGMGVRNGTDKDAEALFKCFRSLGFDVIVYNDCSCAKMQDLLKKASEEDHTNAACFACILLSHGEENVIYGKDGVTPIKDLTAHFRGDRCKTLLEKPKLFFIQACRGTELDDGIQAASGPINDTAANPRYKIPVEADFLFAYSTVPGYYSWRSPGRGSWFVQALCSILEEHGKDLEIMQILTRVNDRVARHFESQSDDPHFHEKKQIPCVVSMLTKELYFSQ
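Assay system: Uncleavable procaspase-7 mutant enzyme | Input: 2 µM procaspase-7 mutant as dispensed | Timing: 1 h compound preincubation, 2 h substrate cleavage, 25 °C | Repeats: One well per compound | Control set: DMSO wells as 0%, DMSO with 5 µM added PC-7 as 100% | Technique: Epi-absorbance of released pNA at 405 nm, two timepoints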
PP5 inh = PP5 phosphatase inhibitors, primary screen, biochemical, fluorescence; Serine/threonine-protein phosphatase 5 (Homo sapiens), P53041; purified PP5c, OMFP substrate fluorescence; inhibition, % at 6.7 µM; 320,000 tested, 0.18% active; AID 1987, 2009;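 active = inhibition above the campaign's mean inhibition across all tested compounds plus 3 SD, cut at about 9.5% in these data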;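 also: 0% = DMSO only and 100% = 100 µM cantharidin control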
TPT1 inh = Candida albicans TPT1 enzyme inhibitors, primary screen, biochemical, fluorescence polarization. tRNA 2'-phosphotransferase TPT1 (Candida albicans SC5314). recombinant caTPT1, FP RNA substrate dephosphorylation. inhibition, % at 5 µM. 300,000 tested, 0.81% active. AID 1962, 2009;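 active = inhibition above the mean of all tested compounds plus 3 SD, set per screening campaign, cut at about 24% in these data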;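 also: plate controls were DMSO alone for no effect and ferristatin control at 100 nM for full effect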
GASC-1 inh = inhibitors of GASC-1 histone demethylase, primary screen, biochemical, fluorescence, DELFIA europium; Lysine-specific demethylase 4C (Homo sapiens), Q9H3R0; GST-JMJD2C(1-420) H3K9me3 demethylation; inhibition, % at 2.35 µM; 330,000 tested, 0.069% active; AID 2099, 2009;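 active = more than half of a compound's replicate wells show inhibition beyond 50%, single wells judged on their own value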;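 also: signal counts dimethyl H3K9 product captured on neutravidin plate; 0% = median of DMSO wells and 100% = 0.3 times that DMSO median; strong numbers were not always called active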
Target sequence (Q9H3R0 1-420 limits assumed): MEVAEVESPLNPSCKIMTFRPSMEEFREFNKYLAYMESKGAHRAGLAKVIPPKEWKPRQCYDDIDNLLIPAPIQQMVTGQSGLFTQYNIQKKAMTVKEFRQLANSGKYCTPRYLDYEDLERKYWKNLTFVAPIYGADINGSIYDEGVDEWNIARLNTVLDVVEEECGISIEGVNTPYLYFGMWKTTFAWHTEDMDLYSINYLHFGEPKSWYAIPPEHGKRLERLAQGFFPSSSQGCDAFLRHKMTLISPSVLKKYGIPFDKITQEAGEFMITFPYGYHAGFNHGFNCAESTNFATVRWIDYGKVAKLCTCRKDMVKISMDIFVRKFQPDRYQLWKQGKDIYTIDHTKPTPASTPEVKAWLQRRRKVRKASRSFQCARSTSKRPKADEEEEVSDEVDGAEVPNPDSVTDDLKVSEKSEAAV
Numbers without * were called inactive; / = not tested or not shown.

No.	Structure	Efflux pump inh	PP1 inh	CTSL1 counter	proCasp3 act	core dimer inh
1	Cc1cccc(Cn2c(SCC(=O)Nc3ccccc3)nc3c2c(=O)[nH]c(=O)n3C)c1	0.3	2	4	6	3
2	CN(c1ccc(C(=O)NCCCn2ccnc2)cc1)S(C)(=O)=O	-0.1	-3	3	-4	6
3	O=C1N=c2ccccc2=C1c1c(O)[nH]c2c(C(F)(F)F)cccc12	-0.1	-4	-2	6	9
4	O=C(/C=C/c1ccc(Cl)c([N+](=O)[O-])c1)c1cccnc1	0.0	1	-1	-6	6
5	CCC(C)NC(=O)COC(=O)c1csc2c1CCCC2 (stereo unspecified)	0.1	-3	-4	2	-12
6	Cc1ccc(NC(=O)CCNC(=O)c2ccccc2Cl)cc1S(=O)(=O)N(C)C	0.0	-1	-3	8	-5
7	COc1ccc2[nH]c(C)cc(=O)c2c1	0.1	-2	2	-1	-3
8	CN(Cc1nc2ccccc2[nH]1)Cc1nc(CC2CC2)no1	0.0	-1	-3	6	-5
9	CCOc1nc(-c2ccccc2)ccc1-c1noc(-c2ccco2)n1	-0.1	-4	2	8	20
10	C=CCOCCN(CCOCC=C)C1=NS(=O)(=O)c2ccccc21	0.0	-4	2	-9	-5
11	Cc1cc(C)nc(NS(=O)(=O)c2ccc(NC(=O)CN3C(=O)C4CC=CCC4C3=O)cc2)n1 (stereo unspecified)	-0.2	-3	0	2	-1
12	CC1CN(C(=O)/C(C#N)=C2\N=C(NC(=O)c3ccc(F)cc3)c3ccccc32)CC(C)O1 (stereo unspecified)	0.0	1	2	-15	-6
13	CCc1nnc(NC(=O)C2Cc3ccccc3CN2S(=O)(=O)CC)s1 (stereo unspecified)	-0.1	-2	-1	0	-2
14	Cc1cccc(C)c1OCc1cc(C(=O)N(Cc2c(C)nn(C)c2C)C2CC2)no1	0.1	1	0	2	-2
15	Cc1ccc(NCc2nc3ccccc3n2C)cc1	0.0	9	-13	-7	-5

No.	proCasp7 act	PP5 inh	TPT1 inh	GASC-1 inh
1	-1	3.3	2	28
2	-1	0.2	0	1
3	10	-0.3	1	0
4	-4	1.1	0	-4
5	2	4.4	0	8
6	-10	0.4	1	19
7	5	-3.2	0	-7
8	7	-1.1	-2	1
9	13	-1.0	5	122
10	9	-1.1	0	-19
11	2	0.8	-3	-23
12	-1	-1.2	-1	-6
13	4	-0.5	-2	0
14	4	1.5	-1	-1
15	17	2.8	-3	-15

Carrying on.
No.	Structure	Efflux pump inh	PP1 inh	CTSL1 counter	proCasp3 act	core dimer inh
16	O=C1COc2ccc(C(=O)COC(=O)Cc3ccc(F)cc3)cc2N1	0.2	0	-10	-2	0
17	CCOC(=O)N1CCN(Cc2nnc(-c3cccc(Br)c3)o2)CC1	0.1	4	-2	-6	-6
18	COc1ccc(N(CC(=O)NCCSc2ccc(C)cc2)S(=O)(=O)c2ccccc2)c(OC)c1	0.0	4	8	9	17
19	CCC(=O)NC(c1ccco1)c1cc(Cl)c2cccnc2c1O (stereo unspecified)	3.0*	5	3	-11	20
20	O=C(/C=C\c1ccco1)Oc1cccc2cccnc12	0.3	4	-3	0	-3
21	CCn1ccc(C(=O)Oc2ccc(C(C)C)cc2)n1	0.0	-3	3	6	7
22	CCSc1nnc(-c2cccnc2)n1-c1ccc(C)c(Cl)c1	-0.1	-1	2	1	1
23	O=C(CCn1nc(-c2ccc(Cl)cc2)ccc1=O)NCCCN1CCCCCC1	-0.2	-1	4	7	-4
24	COCCCn1cnnc1SCc1nc2sc(C(C)=O)c(C)c2c(=O)[nH]1	0.0	-1	5	-2	0
25	C1=C(CCNCC2CC2)CCCC1	0.1	-2	1	-2	6
26	O=C(N/N=C/c1ccc([N+](=O)[O-])cc1)c1cnccn1	0.0	-2	3	1	-1
27	CN(C)S(=O)(=O)c1cccc(NC(=O)CN2C(=O)NC3(CCc4ccccc4C3)C2=O)c1 (stereo unspecified)	0.0	4	-19	-5	-1
28	Cc1nc2c(-c3ccccc3)c[nH]n2c(=O)c1Cc1ccccc1	0.2	-8	-1	1	4
29	COn1c(SCc2ccc(C)cc2C)nc2ccccc2c1=O	0.1	0	3	-6	-5
30	Cc1ccc(-c2cc(N)on2)cc1	-0.1	-5	-7	2	-3

No.	proCasp7 act	PP5 inh	TPT1 inh	GASC-1 inh
16	-1	-2.1	0	8
17	3	0.6	-2	4
18	-2	4.7	2	-1
19	-15	2.0	2	1
20	5	-1.1	-3	-5
21	7	-2.6	-4	-5
22	-5	1.2	-2	1
23	-4	2.4	2	-3
24	8	3.3	16	29
25	6	-0.5	-3	6
26	5	1.2	1	13
27	-4	2.9	3	-7
28	-11	-1.7	5	0
29	8	-2.3	0	-3
30	10	-2.9	-2	10

(further entries)
No.	Structure	Efflux pump inh	PP1 inh	CTSL1 counter	proCasp3 act	core dimer inh
31	COc1ccc(C2CC(=O)C=C(NCc3ccccc3)C2)cc1 (stereo unspecified)	0.0	0	-1	8	-3
32	CC1(c2ccc(Cl)cc2Cl)NC(=O)N(CC(=O)NC2CCCCC2)C1=O (stereo unspecified)	0.0	-4	/	-7	/
33	CSCCCN1CCC(n2nccc2NC(=O)CCCc2ccccc2)CC1	-0.1	-3	0	1	-11
34	O=C(O)C1CCCN1S(=O)(=O)c1cccc(S(=O)(=O)N2CCCC2C(=O)O)c1 (stereo unspecified)	-0.2	-1	-1	8	-12
35	CCOc1ncccc1C(=O)OCC(=O)NCc1ccc(C(=O)OC)cc1	0.1	/	/	0	/
36	CNC(=S)N/N=C/c1ccccc1OCC(=O)O	0.0	0	-1	7	1
37	CC(C)CCn1c(Oc2ccc(Cl)cc2)nc2c1c(=O)n(C)c(=O)n2C	-0.2	-1	1	-4	5
38	COc1ccc2c(c1)CC[C@@H]1[C@@H]2CC[C@]2(C)[C@@H](C(=O)O)C[C@@H]12	0.1	1	0	4	3
39	Cc1ccc(C)c(OCCSc2nnc(C)c(=O)[nH]2)c1	0.0	2	-4	3	-6
40	Cc1ccc(OCc2cnc(Cl)s2)c(C)c1	-0.1	-2	6	11	-1
41	CCOc1nc2ccccc2cc1C=O	-0.2	5	7	10	-1
42	O=C(Nc1ccc(Cl)cc1)/C(=C1\CCCN1)[N+](=O)[O-]	0.0	1	2	6	-3
43	Cc1cc(=O)oc(C)c1C(=O)Nc1ccc2ncccc2c1	0.0	0	-2	-4	0
44	Fc1ccc(C2CC(c3ccccc3)Nc3ncnn32)cc1 (stereo unspecified)	-0.1	-6	0	3	-5
45	O=C1C2C3C=CC(CC3)C2C(=O)N1/N=C/c1c[nH]c2ccccc12 (stereo unspecified)	-0.1	-1	3	-2	2

No.	proCasp7 act	PP5 inh	TPT1 inh	GASC-1 inh
31	1	0.7	-1	4
32	-9	-1.6	/	-1
33	3	5.4	5	11
34	0	-0.9	-3	-3
35	-4	/	/	-10
36	4	2.1	1	-1
37	9	0.1	0	-6
38	5	1.1	1	3
39	8	-2.7	1	-6
40	3	1.9	1	4
41	5	-0.3	-2	/
42	-4	0.1	-2	1
43	-1	0.0	25*	4
44	3	0.4	-2	59
45	-4	0.8	-7	44

One compound at a time (already shown). Values in the order: Efflux pump inh | PP1 inh | CTSL1 counter | proCasp3 act | core dimer inh | proCasp7 act | PP5 inh | TPT1 inh | GASC-1 inh
Record of `COc1ccc(C2CC(=O)C=C(NCc3ccccc3)C2)cc1` (stereo unspecified) → 0.0 | 0 | -1 | 8 | -3 | 1 | 0.7 | -1 | 4
Record of `CSCCCN1CCC(n2nccc2NC(=O)CCCc2ccccc2)CC1` → -0.1 | -3 | 0 | 1 | -11 | 3 | 5.4 | 5 | 11
Record of `O=C(O)C1CCCN1S(=O)(=O)c1cccc(S(=O)(=O)N2CCCC2C(=O)O)c1` (stereo unspecified) → -0.2 | -1 | -1 | 8 | -12 | 0 | -0.9 | -3 | -3

Remaining list, next part.
No.	Structure	Efflux pump inh	PP1 inh	CTSL1 counter	proCasp3 act	core dimer inh
46	CC(NC(=O)COC(=O)c1ccc2ccccc2n1)C1CC2CCC1C2 (stereo unspecified)	-0.2	3	-1	-3	-2
47	CCOC(=O)CSc1nc(N2CCOCC2)c2c(c1C#N)CC(C(C)C)OC2 (stereo unspecified)	-0.5	0	1	2	3
48	O=C(Nc1cnn(Cc2ccc(Cl)c(Cl)c2)c1)c1nc2ncccn2n1	-0.1	2	10	4	3
49	c1cncc(-c2nc(-c3ccc4c(c3)OCCO4)cs2)c1	0.0	6	2	3	-14
50	O=C(Nc1cccc(S(=O)(=O)NC2=NCCC2)c1)c1cc(Cl)ccc1[N+](=O)[O-]	0.0	-4	-1	-10	-2
51	O=C(NCc1ccco1)/C(=C\c1ccccc1)NC(=O)c1ccccc1	-0.7	-1	2	19	-14
52	O=C(OCCN1C(=O)c2ccccc2C1=O)[C@@H]1CC(O)CN1S(=O)(=O)c1ccccc1[N+](=O)[O-] (stereo partly specified)	-0.2	/	/	7	/
53	NC(=O)C1(N2CCCCC2)CCN(C(=S)Nc2cc(F)cc(F)c2)CC1	-0.3	-1	2	3	6
54	O=C(NCC1CCCO1)C1CC(=O)N(c2ccccc2)C1 (stereo unspecified)	0.1	3	2	14	3
55	CCOc1ccc(OCC)c(NC(=O)CCS(=O)(=O)c2ccc(Br)s2)c1	-0.1	1	-8	-2	4
56	CCOC(=O)C1=C(c2ccc(OC)cc2)C(=O)c2ccccc2C1=O	-0.2	-1	29*	0	-8

No.	proCasp7 act	PP5 inh	TPT1 inh	GASC-1 inh
46	-1	-0.4	-2	3
47	16	0.6	-2	0
48	9	2.4	-3	4
49	3	1.3	-5	-8
50	-4	-0.1	-1	-5
51	-2	0.2	-3	-5
52	7	/	/	3
53	-3	-3.3	-2	7
54	8	0.9	1	-3
55	5	0.0	1	-2
56	-7	0.7	0	2
